NCI-60 one-dose screen, 48 h, at 10 µM unless noted. Numbers give growth in % (100 = growth as untreated, 0 = no growth, -100 = all killed).
HS 578T = HS 578T breast cancer | 4.1% of 78,000 active
MDA-MB-468 = MDA-MB-468 breast cancer; AID 2202374; 8.5% of 78,000 active
MDA-MB-231 = MDA-MB-231 breast cancer. 5% of 81,000 active
K-562 = K-562 leukemia. 7.4% of 78,000 active. AID 1794777
T-47D = T-47D breast cancer. AID 1794792. 5% of 79,000 active
BT-549 = BT-549 breast cancer. 4.4% of 78,000 active
MCF7 = MCF7 breast cancer | 6.3% of 82,000 active | AID 1794796
SR = SR leukemia cells. 8.7% of 73,000 active. AID 1794780
* marks the source's active call; other numbers are inactive results; . = no result given. How the source made its calls: active means growth percent below 10; inactive means the rest.

cpd	compound	HS 578T	MDA-MB-468	MDA-MB-231	K-562
1	O=C(c1cc2ccccc2[nH]1)N(CC(F)(F)F)C1CCC(NCc2ccccc2)CC1 (configuration not stated)	85.0	94.8	59.0	70.5
2	Nc1c(C(=O)c2ccc3c(c2)OCO3)sc2nc(-c3ccc4c(c3)OCO4)cc(C(F)F)c12	109.9	103.3	66.0	90.1
3	Cc1ccnc(NS(=O)(=O)c2ccc(Nc3ccnc(SCC(=O)c4ccccc4)n3)cc2)n1	98.8	107.0	104.4	112.5
4	O=C(NNc1nc2cc(F)c(F)cc2n2cccc12)c1cccnn1	29.3	-11.1*	32.4	13.3
5	COc1ccc(Nc2nc(N)nc(CN3CC(C)CC(C)C3)n2)cc1 (configuration not stated)	.	96.7	105.3	88.0
6	COC(=O)C(Br)C(O)c1ccc(OC)c(OC)c1 (configuration not stated)	107.9	95.6	109.0	101.3
7	O=C(/C=C/c1cn(-c2ccccc2)nc1-c1ccccc1)OCc1cn(-c2ccc(F)cc2)nn1	88.7	90.1	85.8	96.6
8	CCN(CC)CCOc1ccc(Nc2ncc3cc(-c4c(Cl)cccc4Cl)c(=O)n(CCOC)c3n2)cc1	8.5*	4.0*	-73.2*	5.8*

cpd	T-47D	BT-549	MCF7	SR
1	73.7	99.7	69.4	63.4
2	.	98.7	43.5	85.0
3	103.6	.	95.1	102.3
4	13.7	32.3	7.4*	11.8
5	91.8	102.8	97.3	83.2
6	102.1	109.4	95.7	105.7
7	77.4	95.8	88.9	92.8
8	29.4	-15.1*	17.2	-30.8*

Remaining list, next part
cpd	compound	HS 578T	MDA-MB-468	MDA-MB-231	K-562
9	F[C@@H]1CCO[C@H](c2ccc3ccccc3c2)C1	104.3	104.9	105.4	96.2
10	CNC(=O)c1cc(-n2ccc3cc(NC(=S)Nc4ccc(Cl)c(C(F)(F)F)c4)ccc32)ccn1	72.5	16.5	71.3	25.6
11	NC(=O)c1cc2c3ccccc3ccn2c1-c1ccccc1	70.3	17.5	29.3	4.6*
12	CN(C)c1ccc(/C=N/NC(=O)c2ccccc2Nc2ccnc(C(F)(F)F)c2)cc1	107.1	.	90.5	90.7
13	CCOC(=O)c1c2c(c(C)n1Cc1ccccc1)-c1nn(Cc3ccccc3)cc1CC2	.	.	71.5	66.1
14	COc1ccc(Cc2nnc(SC)n2-c2ccc(F)cc2)cc1OC	108.3	105.5	107.2	123.4
15	CC(C)(C)c1ccc(C(=O)Nc2ccc(S(N)(=O)=O)cc2)cc1	109.8	84.5	101.4	77.9
16	CN(C)C(=O)Nc1ccc(Cl)c(Cl)c1	88.0	92.8	88.2	69.2

cpd	T-47D	BT-549	MCF7	SR
9	107.8	99.7	106.0	100.8
10	48.5	50.5	52.8	26.9
11	88.7	25.5	10.3	-22.3*
12	93.5	118.3	113.3	97.8
13	62.3	91.5	78.3	55.0
14	97.7	126.0	95.1	.
15	78.5	120.9	96.1	60.5
16	109.2	108.2	100.3	83.6

Other results:
cpd	compound	HS 578T	MDA-MB-468	MDA-MB-231	K-562
17	COc1ccc(-c2cc(-c3ccc(NC(=O)CSc4nc5ccccc5c(=O)n4-c4ccccc4)cc3)nc(N)c2C#N)cc1	99.3	98.6	97.0	96.6
18	c1ccc2c(OCc3nc4ccccc4[nH]3)cccc2c1	105.8	98.8	81.9	86.4
19	CC(=O)N1CCN(Cc2ccc3c(NNC(=O)c4cnccn4)nc4cc(F)ccc4n23)CC1	56.3	6.9*	36.5	.
20	COc1ccc(/C=C2\C(=O)N=C3N2NC(=O)N3c2ccccc2)cc1	69.7	87.7	97.5	99.8
21	COc1ccc2cc(C(C)NC(=O)Nc3ccc(S(=O)(=O)Nc4ccccn4)cc3)ccc2c1 (configuration not stated)	90.6	106.3	83.3	83.6
22	COc1cc2nc(-c3ccc(Cl)cc3)cc(OCCN3CCCCC3)c2cc1OC	88.2	89.4	78.3	49.9
23	CCN(CC)C(C)CN1c2ccccc2Sc2ccccc21 (configuration not stated)	79.8	57.3	56.9	82.8
24	COc1cccc(Nc2nc(N)c3ccccc3n2)c1	100.1	66.1	66.2	39.8

cpd	T-47D	BT-549	MCF7	SR
17	93.2	101.1	93.6	81.0
18	80.2	80.1	90.5	95.9
19	16.4	.	16.4	.
20	101.0	88.7	87.8	99.5
21	83.6	.	84.6	105.1
22	94.3	74.2	90.0	40.5
23	85.6	98.6	103.9	81.8
24	72.3	101.8	70.9	40.0

Entries shown so far that contain an NH in an aromatic ring (two):
cpd	compound	HS 578T	MDA-MB-468	MDA-MB-231	K-562
1	O=C(c1cc2ccccc2[nH]1)N(CC(F)(F)F)C1CCC(NCc2ccccc2)CC1 (configuration not stated)	85.0	94.8	59.0	70.5
18	c1ccc2c(OCc3nc4ccccc4[nH]3)cccc2c1	105.8	98.8	81.9	86.4

cpd	T-47D	BT-549	MCF7	SR
1	73.7	99.7	69.4	63.4
18	80.2	80.1	90.5	95.9

Other entries follow:
cpd	compound	HS 578T	MDA-MB-468	MDA-MB-231	K-562
25	NC(=O)OCCn1cc(-c2nc(-c3c[nH]c4ncccc34)cs2)c2ccccc21	41.4	12.4	49.7	11.8
26	Nc1cnc(C(=O)NNc2nc3cc(F)ccc3n3cccc23)cn1	80.4	.	35.9	23.7
27	CCCOc1ccn2c(C(C)=O)cc(-c3ccccc3S(C)(=O)=O)c2c1	88.7	.	89.9	100.8
28	Cc1ccc(S(=O)(=O)Nc2ccccc2/C=N/NC(=O)c2ccncc2)cc1	83.8	89.7	94.0	93.2
29	CN=c1scc(-c2ccc(Br)cc2)n1NC(=O)Cn1nc(-c2ccccc2)ccc1=O	88.8	41.9	85.5	37.8
30	O=C1CC(c2cc3ccc4ccccc4c3[nH]c2=O)Nc2ccccc21 (configuration not stated)	77.3	91.2	69.3	87.2
31	O=C(O)c1nc(-c2cccc(Br)c2)nc2c(F)cccc12	110.8	98.9	105.3	107.7
32	Cc1cccc(-c2cccc(C)n2)n1	189.8	108.4	110.8	98.2

cpd	T-47D	BT-549	MCF7	SR
25	44.7	32.8	18.3	24.2
26	35.5	52.9	16.6	25.5
27	96.7	93.8	88.0	89.8
28	81.0	79.9	93.8	45.8
29	28.0	73.8	36.3	52.0
30	93.1	69.4	76.2	11.1
31	104.9	109.7	89.9	104.8
32	102.3	113.7	107.8	.

Carrying on:
cpd	compound	HS 578T	MDA-MB-468	MDA-MB-231	K-562
33	C=CC[n+]1c(C)ccc2ccccc21	92.3	104.5	105.7	104.9
34	Cn1c(=O)c2c(nc3n2CCCN3CCc2ccccc2)n(C)c1=O	116.0	98.5	104.6	99.2
35	COc1ccc(C/C(C)=C(\c2ccc(Cl)cc2)c2ccc(OCCN)cc2)cc1	89.9	108.1	104.0	94.4
36	Cc1c(C(N)=O)cc([N+](=O)[O-])cc1[N+](=O)[O-]	95.3	87.6	105.2	.
37	CNC(C)[C@@H]1CC[C@@H](N)[C@@H](OC2[C@@H](N)C[C@@H](N)[C@H](OC3OC[C@](C)(O)[C@H](NC)[C@H]3O)[C@H]2O)O1 (some centres not stated)	145.3	120.2	97.5	108.9
38	c1ccc2c(Cn3cc(CSc4nc5ccccc5s4)nn3)cccc2c1	86.0	99.7	83.4	86.9
39	O=c1ccc2nc(-c3ccccc3)nn(-c3ccccn3)c-2c1	101.2	-65.2*	91.1	-24.3*
40	Cc1ccc(-n2nnc(C(=O)O)c2-c2ccc3c(c2)OCO3)cc1	95.4	116.6	109.1	.

cpd	T-47D	BT-549	MCF7	SR
33	93.9	90.9	100.3	96.4
34	95.7	100.4	98.2	89.8
35	103.5	119.9	105.0	95.9
36	102.6	103.2	103.9	110.0
37	115.5	91.9	116.0	99.2
38	79.2	108.5	92.2	97.2
39	-40.9*	108.1	-37.1*	1.2*
40	87.0	98.6	92.3	89.8

Other structures.
cpd	compound	HS 578T	MDA-MB-468	MDA-MB-231	K-562
41	COc1cc(-c2nc3sccn3c2-c2ccnc(NCCNS(=O)(=O)c3ccc(F)cc3)n2)ccc1F	28.4	4.2*	22.3	5.8*
42	COc1cc(/C=N/NC(=O)COc2ccc3c(C)c(Cc4ccccc4)c(=O)oc3c2C)cc(OC)c1OC	89.9	97.7	82.8	90.8
43	Cc1cc(C)c2c(c1)N(C)c1ncnc(-n3cnc4cc(C)ccc43)c1CC2C (configuration not stated)	25.1	6.2*	36.8	7.6*
44	N=C(N)c1ccc(-c2ccc(-c3cc(Cl)cc(Cl)c3)s2)s1	87.6	-63.4*	-55.1*	-52.5*
45	Cc1oc2ncnc(Nc3cccc(Cl)c3)c2c1CO	96.2	69.1	76.5	85.4
46	NC(=N\N=C\c1cc(Cl)ccc1O)/C(N)=N/N=C/c1cc(Cl)ccc1O	93.8	98.8	100.9	106.3
47	C=CS(=O)(=O)c1ccc(Nc2cc(S(=O)(=O)O)c(N)c3c2C(=O)c2ccccc2C3=O)cc1	106.6	104.3	100.3	88.8
48	O=C1NN(c2ccccc2)C(c2cccnc2)=N/C1=C\c1ccc(Cl)cc1	90.3	89.1	95.5	121.5

cpd	T-47D	BT-549	MCF7	SR
41	-3.7*	10.5	5.8*	8.1*
42	70.0	102.5	85.3	70.3
43	28.8	29.8	17.1	4.5*
44	-50.0*	87.8	-64.2*	-29.4*
45	78.8	81.9	89.7	62.2
46	105.1	107.0	102.6	92.4
47	93.1	113.7	98.3	109.9
48	.	98.8	91.4	79.0

(more compounds)
cpd	compound	HS 578T	MDA-MB-468	MDA-MB-231	K-562
49	O=C1c2cc(Br)ccc2Oc2cc([N+](=O)[O-])ccc2N1c1ccc(Cl)cc1F	90.9	102.3	87.6	71.9
50	COc1cc2c(c(OC)c1OC)C(=O)CC(c1cccc(NC(=O)CNC(=O)OC(C)(C)C)c1)O2 (configuration not stated)	106.8	93.6	90.5	91.8
51	C=C(CBr)[C@@H]1CC[C@]2(C(=O)OC)CC[C@]3(C)[C@H](CC[C@@H]4[C@@](C)(CCC#N)[C@H](C(=C)CBr)CC[C@]43C)[C@@H]12	91.0	77.1	78.4	61.1
52	CC(C)(C)n1cc(-c2ccnc(NCCNS(=O)(=O)c3cccc4ccccc34)c2)c(-c2cccc(F)c2)n1	-35.7*	.	-8.0*	-30.0*
53	N#Cc1c(-c2cccc([N+](=O)[O-])c2)cc(-c2ccc(Nc3nc(Nc4ccc(F)cc4)nc(Nc4ccc(F)cc4)n3)cc2)nc1N	87.9	.	91.9	80.3
54	CSc1nc(Nc2cccc(NC(=O)/C(C#N)=C/c3ccc(Cl)cc3)c2)c(C#N)c(-c2cccc([N+](=O)[O-])c2)n1	93.8	99.6	87.4	78.9
55	O=C1CC2C=CCN2C=C1c1ccc(F)cc1 (configuration not stated)	106.1	99.6	109.7	97.8
56	CC(=O)C(C)(C)Cc1cc(C(C)(C)CC=O)on1	100.7	95.1	101.4	108.4
57	O=C(NC(C(=O)c1ccccc1)c1ccccc1)c1ccccc1 (configuration not stated)	107.9	102.8	91.8	85.7
58	O=CN1N=C(c2ccc(Nc3nc(NCCO)nc(NCCO)n3)cc2)CC1c1ccc(C(F)(F)F)cc1 (configuration not stated)	101.1	115.7	88.8	100.4

cpd	T-47D	BT-549	MCF7	SR
49	85.4	.	88.4	.
50	85.1	115.1	89.8	70.8
51	70.2	80.0	75.7	59.9
52	-12.6*	-80.9*	-35.0*	-20.7*
53	114.6	172.8	291.2	62.9
54	78.9	89.6	51.1	.
55	89.6	109.8	104.1	93.4
56	97.1	108.2	100.3	102.0
57	97.3	102.6	101.2	80.2
58	87.9	93.6	96.1	84.2

Reformatted: six of the compounds above.
item	SMILES	HS 578T	MDA-MB-468	MDA-MB-231	K-562	T-47D	BT-549	MCF7	SR
1	O=C(c1cc2ccccc2[nH]1)N(CC(F)(F)F)C1CCC(NCc2ccccc2)CC1 (configuration not stated)	85.0	94.8	59.0	70.5	73.7	99.7	69.4	63.4
51	C=C(CBr)[C@@H]1CC[C@]2(C(=O)OC)CC[C@]3(C)[C@H](CC[C@@H]4[C@@](C)(CCC#N)[C@H](C(=C)CBr)CC[C@]43C)[C@@H]12	91.0	77.1	78.4	61.1	70.2	80.0	75.7	59.9
5	COc1ccc(Nc2nc(N)nc(CN3CC(C)CC(C)C3)n2)cc1 (configuration not stated)	.	96.7	105.3	88.0	91.8	102.8	97.3	83.2
58	O=CN1N=C(c2ccc(Nc3nc(NCCO)nc(NCCO)n3)cc2)CC1c1ccc(C(F)(F)F)cc1 (configuration not stated)	101.1	115.7	88.8	100.4	87.9	93.6	96.1	84.2
44	N=C(N)c1ccc(-c2ccc(-c3cc(Cl)cc(Cl)c3)s2)s1	87.6	-63.4*	-55.1*	-52.5*	-50.0*	87.8	-64.2*	-29.4*
25	NC(=O)OCCn1cc(-c2nc(-c3c[nH]c4ncccc34)cs2)c2ccccc21	41.4	12.4	49.7	11.8	44.7	32.8	18.3	24.2

As entered above.
Value for compound 52 under K-562: -30.0*
Value for compound 57 under MDA-MB-468: 102.8
Value for compound 15 under MDA-MB-468: 84.5

Screens deposited in PubChem BioAssay by NCI.
